Screens: PubChem, Sanford-Burnham Center for Chemical Genomics
TAG inh = reduces triacylglycerol accumulation in H9c2 cells; inhibition, % at 12.5 µM; Nile Red lipid (TAG) fluorescence; cells loaded with 200 µM oleic acid; actives 0.66% (n = 230,000);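 active means pattern-corrected inhibition of lipid staining of at least 50% with the nuclear-stain viability signal not falling by more than 50%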;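 further: 0% = DMSO wells and 100% = triacsin C control wells; some results filed as inactive read as strong as hits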
TAG inh DAPI viability = further read-out of TAG inh, marked with its call; DAPI nuclei signal change (viability), lower = more cytotoxic, %;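 whole-well DAPI fluorescence read on a plate reader as a viability signal; minus 50 percent equals half of cells still viable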
The depositor's hits bear a star.

SMILES	TAG inh	TAG inh DAPI viability
OC1(C2(O)CC(c3ccccc3)ON2)CCCCC1 (configuration not stated)	4	-1
COc1ccc(C)cc1NC(=O)COC(=O)c1c(C)nn(-c2ccccc2)c1C	-9	-1
CCOC(=O)N1CCN(C(=O)C2CCC(=O)N(CCCc3ccccc3)C2)CC1 (configuration not stated)	-6	-2
CCOC(=O)CN1C(=O)N[C@H](c2ccc(Br)cc2)C(C(C)=O)=C1C	17	-8
Cc1noc(C)c1S(=O)(=O)N1CCC(C(=O)O)CC1	0	1
COc1ccc(C(=O)Nc2nc(C)cc(C)n2)cc1	-15	8
Cc1ccc(S(=O)(=O)N2CCOCC2)cc1C(=O)OCc1nnc(-c2ccccc2)o1	6	-4
CC(C)Nc1ncnc2c1ncn2[C@H]1CN(Cc2ccccc2)C[C@@H](CO)O1	3	-9
Cc1csc(SCC(=O)Nc2ccccc2C)n1	0	3
S=C(NCCN1CCOCC1)N/N=C/c1ccccc1	5	-3
Cc1cc(NC(=O)Nc2cc(C)nn2-c2ccccc2)n(-c2ccccc2)n1	-14	10
CCOC(=O)C1(CCOc2ccccc2)CCN(Cc2ccc(OC)c(COC)c2)CC1	-7	-4
O=C(c1cc(-c2ccc(F)cc2)nc2ccccc12)N1CCC1	-1	-1
CCC(=O)Oc1cccc(C(=O)Nc2ccc(-c3nnc(-c4ccco4)o3)cc2)c1	12	1
CCOC(=O)[C@@H]1[C@H]2COc3ccccc3[C@@H]2N2C(=O)N(c3cccc(F)c3)C(=O)[C@]12C	-5	0

As entered above:
TAG inh with OC1(C2(O)CC(c3ccccc3)ON2)CCCCC1 (configuration not stated) stands at 4
TAG inh with CCOC(=O)[C@@H]1[C@H]2COc3ccccc3[C@@H]2N2C(=O)N(c3cccc(F)c3)C(=O)[C@]12C stands at -5
TAG inh DAPI viability with Cc1ccc(S(=O)(=O)N2CCOCC2)cc1C(=O)OCc1nnc(-c2ccccc2)o1 stands at -4
TAG inh with CCOC(=O)N1CCN(C(=O)C2CCC(=O)N(CCCc3ccccc3)C2)CC1 (configuration not stated) stands at -6

Following part
SMILES	TAG inh	TAG inh DAPI viability
CC(C)CNC(=O)CSc1nnc(-c2ccccn2)n1Cc1ccccc1	-2	10
Cc1ccc(OCC(=O)NNC(=O)Cc2ccc(S(=O)(=O)N3CCOCC3)s2)cc1	24	-3
CC(C)c1ccc(NC(=O)COC(=O)c2ccc(CN3CCCC3=O)cc2)cc1	4	-4
CCN(CC)c1ccc(NC(=O)CSc2n[nH]c(-c3ccco3)n2)cc1	11	-1
COc1cccc(NC(=O)Nc2cccn(Cc3ccccc3)c2=O)c1	28	-5
CSc1ccccc1Nc1ncnc(N)n1	-10	2
CC(C)(C)c1nnc(N/N=C/c2ccc(Br)cc2)n(N)c1=O	-4	9
O=C(CC1C(=O)NCCN1Cc1ccc(-c2ccccc2)cc1)NCc1ccccc1 (configuration not stated)	7	0
NC(=O)COc1ccc(C(=O)NCC2(N3CCOCC3)CCCCC2)cc1	17	3
CCC(C)c1ccccc1NC(=O)COc1ccc(-c2nnco2)cc1 (configuration not stated)	-12	-1
CCOC(=O)C[n+]1ccc2c([nH]c3ccccc32)c1C	6	2
COCCN1C[C@@H](CO)O[C@@H](n2cnc3c(NCCCO)ncnc32)C1	-8	4
Cc1[nH]nc2c1-c1nc3ccccc3nc1C(C)(C)C2	-16	31
CCOc1ccc(N(CC(=O)N/N=C/c2ccc(OC(C)C)cc2)S(C)(=O)=O)cc1	-3	11
CCOC(=O)Nc1c(C(=O)OC)[nH]c2cccc(OC)c12	-62	-1
CN(C(=O)c1ccco1)c1nc2c(s1)CCCC2	-23	-1
O=C(COC(=O)/C=C/c1ccc(C(F)(F)F)cc1)NCc1ccco1	1	7
CC(=O)Nc1cccc(-c2csc(C(C)(O)c3ccccc3)n2)c1 (configuration not stated)	3	3
Cc1ccc(NC(=O)COC(=O)CCc2c[nH]c3ccccc23)c(C)c1	18	-2
COc1ccc(N(CC(=O)Nc2ccc(C(N)=O)cc2)S(=O)(=O)c2ccc(C)c([N+](=O)[O-])c2)cc1	-12	4
COc1cc(C(=O)Nc2cc(C(F)(F)F)ccc2N2CCOCC2)ccc1O	-4	5
C/C(=N\NC(=O)c1cccs1)c1cccnc1	-5	-3
Sc1ccccc1N=Cc1cccs1	9	-4
CC(C)(C)c1ccc(C(=O)NCC(=O)NNC(=O)c2ccccc2O)cc1	6	3
CN(C(=O)CSc1nnc(-c2c[nH]c3ccccc23)o1)C1CCS(=O)(=O)C1 (configuration not stated)	-2	-7
CCOc1cc(/C=C2/SC(=O)N(CC(=O)N3CCc4ccccc4C3)C2=O)ccc1OCC(=O)O	-10	11
COc1ccc2nc(NC(C)=O)sc2c1	11	4
COC(=O)c1c(NC(=O)CSc2nnc(C)c(=O)[nH]2)sc(C)c1C	17	-3
CCCC/C=C1\CCc2c([nH]c3ccccc23)C1=O	6	0
Cc1ccc(NC(=O)C2CCCN2C(=O)NC2CCCCC2)c(C)c1 (configuration not stated)	-2	15

One compound at a time (already shown). Order of screens: TAG inh	TAG inh DAPI viability
Record of O=C(COC(=O)/C=C/c1ccc(C(F)(F)F)cc1)NCc1ccco1 = 1	7
Record of CCCC/C=C1\CCc2c([nH]c3ccccc23)C1=O = 6	0
Record of Cc1ccc(NC(=O)COC(=O)CCc2c[nH]c3ccccc23)c(C)c1 = 18	-2

Next part:
SMILES	TAG inh	TAG inh DAPI viability
CC(=O)c1ccc2c(c1)N(C)c1ccccc1S2	13	-10
CCOC(=O)c1nn(-c2ccc(C)cc2)c(=O)cc1OCC(=O)N1CCN(c2ccccc2)CC1	2	-2
Cc1c(O)c(=O)n(-c2ccccc2)n1C	6	2
O=C1CCCC(NCCCCCCNC2=C([N+](=O)[O-])C(=O)CCC2)=C1[N+](=O)[O-]	27	-12
N/C(=N\OC(=O)c1cccc2ccccc12)c1ccc(Br)cc1	-9	16
CCN(Cc1nc2cc(Cl)ccc2c(=O)[nH]1)C(=O)COc1ccccc1Cc1ccccc1	-1	-7
CN(CC(=O)Nc1ccccc1C(F)(F)F)C(=O)C1CC1	12	1
CN(C(=O)c1cccnc1)c1nnc(-c2cnccn2)s1	13	4
CCN=C1SC(CC(=O)Nc2ccc(C)cc2)C(=O)N1CC (configuration not stated)	-7	-5
O=[N+]([O-])c1ccc(-n2nncc2-c2ccccc2)cc1	-2	7
Cc1ccc(NC(=O)c2ncn(CCCNCc3ccc4c(c3)OCO4)n2)cc1C	-14	-2
CCN=C1SC(C(=O)Nc2cc(Cl)cc(Cl)c2)CC(=O)N1CC (configuration not stated)	-10	-10
COC(=O)c1ccc(CSc2nnc(N)s2)o1	-8	-10
Cc1cc(C)c(C(=O)Cn2nc(C)c([N+](=O)[O-])c2C)cc1C	-2	6
CC(c1ccncc1)C(C)c1ccncc1 (configuration not stated)	2	2
COc1cc2cc(CN(CCCN3CCOCC3)C(=O)Nc3ccccc3F)c(=O)[nH]c2cc1OC	0	4
COc1ccccc1OCCNC(=O)CCNC(=O)c1ccccc1Cl	-5	2
O=C(/C=C/c1ccc(Cl)cc1)Nc1cc(S(=O)(=O)N2CCOCC2)ccc1N1CCOCC1	-1	-4
COc1ccc(-c2nc3c4ccccc4ccn3c2CN2CCCCC2)cc1OC	15	0
Nc1ccc(-c2ccc(N)cc2C(F)(F)F)c(C(F)(F)F)c1	4	-5
NCCCC[C@H]1CNC(=S)N1CC1(c2ccccc2)CC1	-2	8
Cc1nnc(SCC(=O)Nc2ccc(Br)cc2)n(N)c1=O	36	0
COc1ccc(OCc2cc(C(=O)NC3Cc4ccccc4C3)no2)c(Cl)c1	16	-13
CCC(C)N(C(=O)c1csnn1)C(C(=O)NC(C)(C)C)c1ccccc1 (configuration not stated)	-12	22
COC(=O)c1ccccc1NC(=O)c1cc2ncc(Br)cn2n1	3	7
CCn1c(CNC(=O)c2cccc(C)c2)nnc1SCC(=O)NC1CCCCC1C (configuration not stated)	-2	4
CCOc1ccc(C(=O)CN2C(=O)NC3(CCCc4ccccc43)C2=O)cc1 (configuration not stated)	21	49
COc1cc(NC(=O)C2CC(c3c(F)cccc3Cl)=NO2)c(OC)cc1Cl (configuration not stated)	-25	12
CC[n+]1oc(-c2ccccc2)cc1C	1	-4
COc1ccccc1-c1nnc(NC(=O)c2ccccc2F)o1	-2	-7
CN1C(=O)C(C)(C)c2cc(S(=O)(=O)N3CCCC(C(=O)NCc4ccc(F)cc4)C3)ccc21 (configuration not stated)	-7	1
Cc1cc(Cl)ccc1OC(C)C(=O)NC(C)C1CCCO1 (configuration not stated)	10	-3
Cc1cccn2c(=O)c3cc(C(=O)NC(C)c4ccccc4)c(=N)n(CCCn4ccnc4)c3nc12 (configuration not stated)	19	74
Cc1cc(C)c(C#N)c(N2CCN(c3ccc(F)cc3)CC2)n1	-2	5
CN(C)c1ccc(-c2nn3c(-c4ccc(Cl)cc4)nnc3s2)cc1	1	-9
Cc1cccc(C(=O)Nc2onc(C)c2C#N)c1	-19	-3
Cn1c(=O)n(C)c2cc(NC(=O)C(F)(F)F)ccc21	-4	7
CCOc1ccc(NC(=O)COc2ccc(S(=O)(=O)N3CCOCC3)cc2)cc1	-16	0
COc1ccc(OCC(=O)OC(C)CN2CCOCC2)cc1 (configuration not stated)	0	-1
OCC(O)C1OC(Oc2ccccc2)C(O)C(O)C1O (configuration not stated)	4	-10
CC1(c2ccc3ccccc3c2)NC(=O)N(CC(=O)N2CCN(Cc3ccccc3)CC2)C1=O (configuration not stated)	-13	3
COc1cccc(NC(=S)N2CCC(Cc3ccccc3)CC2)c1	3	10
CC(=O)c1cc(CN2CCC(N3CCC(C(=O)N4CCCC4)CC3)CC2)cs1	0	10
CC(=O)c1ccc(NC(=O)COC(=O)Cn2cnc3ccccc32)cc1	-1	-10
Cc1nnc(NC(=O)c2ccc3ccccc3c2)o1	-10	6
Cc1ccc(C(=O)Oc2oc(-c3ccccc3)nc2C=Nc2ccc(N(C)C)cc2)cc1	10	3
Cc1[nH]n(-c2ccccc2)c(=S)c1C=NCCCN=Cc1c(C)[nH]n(-c2ccccc2)c1=S	37	1
CCN1CCc2c(sc(NC(=S)NC(=O)c3ccccc3)c2C#N)C1	5	-11
CNC(=S)NNC(=O)c1cc(-c2cccnc2)nc2ccccc12	17	-7
O=C(NCCS(=O)(=O)N1CCN(c2cccc(Cl)c2)CC1)C1CCCC1	-7	3
O=S(=O)(c1ccc(Cl)cc1)N1CCN(C2CCN(Cc3ccccc3)CC2)CC1	12	11
Cc1cc2nc(-c3ccccc3)cc(=O)n2[nH]1	22	-13
O=C(O)c1ccc(N2C(=O)CC(N3C(=O)/C(=C/c4ccc(Cl)cc4)SC3=S)C2=O)cc1 (configuration not stated)	-7	4
O=C(CSc1nnc(NC(=O)C2CC2)s1)Nc1cccc(F)c1	1	-9
Cc1ccc(C)c(OCC(O)CN2CCC(C)CC2)c1C (configuration not stated)	-10	1
CCC(=O)c1ccc(OCC(=O)OCC(=O)N2CCCc3ccccc32)cc1	-9	13
COc1cc(OC)cc(C(=O)Nc2ccc(C(=O)NCC3CCCO3)cc2)c1 (configuration not stated)	-1	-1
Cc1occc1C(=O)NNC(=O)C1CCCC1	1	-5
Cc1csc(NC(=O)c2ccc(N3CCCC3=O)cc2)n1	5	-5
Cc1ccc(N2C(=O)N(CC(=O)Nc3ccc(C)cc3Cl)C(=O)C2C)cc1 (configuration not stated)	-5	-6

Another view of part of the listing above.
molecule | TAG inh | TAG inh DAPI viability
O=S(=O)(c1ccc(Cl)cc1)N1CCN(C2CCN(Cc3ccccc3)CC2)CC1 | 12 | 11
Cc1cc2nc(-c3ccccc3)cc(=O)n2[nH]1 | 22 | -13
O=C(O)c1ccc(N2C(=O)CC(N3C(=O)/C(=C/c4ccc(Cl)cc4)SC3=S)C2=O)cc1 (configuration not stated) | -7 | 4

The main list resumes, starting five compounds before the break.
SMILES	TAG inh	TAG inh DAPI viability
CCC(=O)c1ccc(OCC(=O)OCC(=O)N2CCCc3ccccc32)cc1	-9	13
COc1cc(OC)cc(C(=O)Nc2ccc(C(=O)NCC3CCCO3)cc2)c1 (configuration not stated)	-1	-1
Cc1occc1C(=O)NNC(=O)C1CCCC1	1	-5
Cc1csc(NC(=O)c2ccc(N3CCCC3=O)cc2)n1	5	-5
Cc1ccc(N2C(=O)N(CC(=O)Nc3ccc(C)cc3Cl)C(=O)C2C)cc1 (configuration not stated)	-5	-6
CC(=O)NC1(NC(C)=O)CCN(C)CC1	4	-5
Cc1ccc(S(=O)(=O)NCCNC(=O)c2cc(OCC(F)(F)F)ccc2OCC(F)(F)F)cc1	2	-12
CCCCCCn1c(SCC(=O)NC2CCS(=O)(=O)C2)nc2ccccc2c1=O (configuration not stated)	-8	-6
CCOC(=O)CNS(=O)(=O)c1ccc2c3c(cccc13)C(=O)N2CC	1	20
CC(=O)CSc1cc(-c2ccccc2)nc2ncnn12	5	-7
COc1ccc(Oc2nc(-c3ccccc3)ncc2C(=O)O)cc1	-3	0
COC(=O)c1ccccc1NC(=O)CCCn1nc([N+](=O)[O-])cc1C	-6	3
CCN(CC)S(=O)(=O)c1ccc2c(c1)nc(SCC(=O)N(C)C1CCS(=O)(=O)C1)n2CC (configuration not stated)	7	-7
CCOC(=O)c1sc(NC(=O)c2ccc(OC(C)=O)cc2)nc1C	22	2
CCOC(=O)/C(C#N)=C\c1cccnc1	-7	10
COc1ccc(C(CNC(=O)c2cccc(S(=O)(=O)Nc3ccccc3OC)c2)N2CCCCC2)cc1 (configuration not stated)	-6	7
COC(=O)c1ccc(C(=O)OC)c(NC(=S)N2CCC(N3CCCCC3)CC2)c1	14	7
COCCCNC(=O)C(F)(F)C(F)(F)C(=O)NCCCOC	-8	0
CCOC(=O)CNC(=O)C1c2cc(OC)c(OC)cc2C(=O)N(C)C1c1ccccc1F (configuration not stated)	-4	3
CC(C)Oc1ccc(CNC(=O)CCC(=O)N2CCSc3ccccc32)cc1	-2	-8
COc1ccc(/C=C(/Sc2nnc(-c3ccc(Cl)cc3)o2)C(=O)O)cc1	1	9
COc1cccc(NC(=O)CSc2nnc(C3CCCCC3)n2N)c1	5	-10
OCCC1CN(Cc2ccc(F)cc2Cl)CCN1CCc1ccccc1 (configuration not stated)	5	3
C=CCn1c(COc2ccc(Cl)cc2)nnc1SCc1ccc(C#N)cc1	-26	6

This is a subset; rates above refer to the full screens.
